NPSR antag: qHTS Assay for Antagonists of the Neuropeptide S Receptor: cAMP Signal Transduction | CHO-NPSR cells, cAMP TR-FRET, antagonist mode | Potency, µM (doses to about 38.3 µM), inactives show at the top dose activity change, negative = inhibition, hits mostly inhibitors | hit rate 1% among 220,000 | AID 1461, 2008; further: on the % scale 0 is the no-effect control and ±100 the full control effect; nearly all actives have a fitted effect of over 50% in size; many of its hits are not listed in these tables
Target sequence (Q6W5P4 whole entry, looked up): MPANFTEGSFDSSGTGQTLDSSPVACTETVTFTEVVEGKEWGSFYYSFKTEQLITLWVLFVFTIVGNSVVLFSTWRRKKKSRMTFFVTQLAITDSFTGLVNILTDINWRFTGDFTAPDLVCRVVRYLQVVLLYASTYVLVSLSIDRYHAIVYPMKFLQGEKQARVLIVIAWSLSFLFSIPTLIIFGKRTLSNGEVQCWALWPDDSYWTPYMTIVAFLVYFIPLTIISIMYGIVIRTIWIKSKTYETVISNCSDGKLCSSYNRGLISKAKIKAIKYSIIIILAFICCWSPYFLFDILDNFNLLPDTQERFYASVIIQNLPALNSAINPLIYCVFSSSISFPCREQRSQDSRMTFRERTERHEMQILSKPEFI
GoLoco inh red: qHTS Assay for Inhibitors of RGS12 GoLoco Motif Activity (Red Fluorophore); Guanine nucleotide-binding protein G(i) subunit alpha-1 (Homo sapiens), P63096; Gai1:RGS12 GoLoco peptide FP, rhodamine, 10 min; Potency, µM (top dose mostly 61.6 µM), without a hit: at the highest dose activity, negative = inhibition, usual class: inhibitors; hit rate 0.44% among 230,000; active means well fitted inhibition curve with a large enough effect, not every such curve was filed as active; inactive means no such curve, though single readings can be large or run the other way; further: on the % scale 0 is the no-effect control and ±100 the full control effect; nearly all actives have a fitted effect of over 30% in size; many of its hits are not listed in these tables
Target sequence (P63096 whole entry, looked up): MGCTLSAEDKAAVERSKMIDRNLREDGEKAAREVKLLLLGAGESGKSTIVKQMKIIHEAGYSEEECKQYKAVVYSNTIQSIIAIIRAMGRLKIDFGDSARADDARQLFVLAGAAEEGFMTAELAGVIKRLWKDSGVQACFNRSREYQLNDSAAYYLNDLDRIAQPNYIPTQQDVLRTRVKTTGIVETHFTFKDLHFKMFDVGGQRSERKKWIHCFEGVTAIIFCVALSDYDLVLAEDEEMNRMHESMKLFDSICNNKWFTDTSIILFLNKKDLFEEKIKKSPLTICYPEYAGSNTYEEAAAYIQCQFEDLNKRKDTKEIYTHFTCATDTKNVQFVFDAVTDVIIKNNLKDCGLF
Epigenetic derep: Quantitative High-Throughput Screen for Regulators of Epigenetic Control | Potency, µM (doses to about 53.9 µM), without a hit: at the highest dose GFP activation, most hits filed as activators | hit rate 0.2% among 280,000 | AID 1865, 2009 | murine LDR cells, GFP reporter derepression, 30 h; further: % of control where 0% means no effect; nearly all actives have a fitted effect of over 60% in size
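In this reporter-derepression format, murine cells bearing a silenced integrated CMV-GFP locus incubate with test compound (30 h, 37 C), then are washed and imaged; fluorescent objects of 20–120 um count as induced cells.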
RECQ1 helicase: qHTS Assay for Inhibitors of RecQ-Like Dna Helicase 1 (RECQ1); Potency, µM (top dose mostly 57.3 µM), for inactives: top-dose activity, negative = inhibition, hits mostly inhibitors; ATP-dependent DNA helicase Q1 (Homo sapiens), P46063; hit rate 0.54% among 240,000; AID 2549, 2010; RECQ1 DNA unwinding, red fluorescence kinetic read;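 further: plate controls were vehicle for no effect and no enzyme for full effect; nearly all actives have a fitted effect of over 30% in size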
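50 nM RECQ1T1 preincubated 15 min with compound in Tris pH 8.0 buffer with MgCl2, DTT, Tween-20 and 2.5 ug/ml poly(dI-dC); started with 200 nM TAMRA/BHQ-2 forked duplex and 2 mM ATP. Unwinding read as fluorescence (525/598 nm), two reads 2 h apart.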
SMN2 splice up: qHTS Assay for Enhancers of SMN2 Splice Variant Expression; AID 1458, 2008; HEK293 SMN2-luciferase splicing reporter, luminescence, 30-36 h; hit rate 2.8% among 210,000; Potency, µM (titrated, usually from 46.1 µM), inactives show at the highest dose activity change, positive = activation, most hits filed as activators; further: % of control where 0% means no effect; nearly all actives have a fitted effect of over 55% in size
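qHTS luciferase splicing reporter: luminescence rises when SMN2 exon 7 is included in transfected HEK293 cells. Compound exposure lasted 30-36 h at 37C, with 4.5 mM final sodium butyrate as control, followed by a ONE-Glo read.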
Luc counter: Counterscreen for Luciferase (Kinase-Glo TM) Inhibition; hit rate 0.28% among 200,000; Kinase-Glo luciferase, ATP luminescence, 8 min; Potency, µM (doses to about 38.3 µM), inactives show at the highest dose activity change, negative = inhibition, hits mostly inhibitors; AID 1379, 2008; further: on the % scale 0 is the no-effect control and ±100 the full control effect; nearly all actives have a fitted effect of over 60% in size
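Substrate mix (final 50 mM imidazole pH 7.2, 50 mM KCl, 7 mM MgCl2, 10 uM ATP, 0.01% Tween 20, 0.05% BSA) plus pin-tool compound, then Kinase-Glo detection mix; 8 min ambient, luminescence read.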
JMJD2E inh: qHTS Assay for Inhibitors of Human Jumonji Domain Containing 2E (JMJD2E) | hit rate 1.6% among 230,000 | AID 2147, 2009 | Lysine-specific demethylase 4E (Homo sapiens), B2RXH2 | Potency, µM (series often up to 57.1 µM), for inactives: top-dose activity change, negative = inhibition, hits mostly inhibitors | JMJD2E catalytic domain, FDH-coupled NADH fluorescence (FDH is formaldehyde dehydrogenase); active means well fitted inhibition curve with a large enough effect, not every such curve was filed as active; inconclusive means small, poorly fitted or top-dose-only effect, or another doubt; inactive means no such curve, though single readings can be large or run the other way;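 further: 0% = wells with enzyme and -100% = buffer wells without enzyme; nearly all actives have a fitted effect of over 50% in size; many of its hits are not listed in these tables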
Target sequence (B2RXH2 1-337 limits assumed): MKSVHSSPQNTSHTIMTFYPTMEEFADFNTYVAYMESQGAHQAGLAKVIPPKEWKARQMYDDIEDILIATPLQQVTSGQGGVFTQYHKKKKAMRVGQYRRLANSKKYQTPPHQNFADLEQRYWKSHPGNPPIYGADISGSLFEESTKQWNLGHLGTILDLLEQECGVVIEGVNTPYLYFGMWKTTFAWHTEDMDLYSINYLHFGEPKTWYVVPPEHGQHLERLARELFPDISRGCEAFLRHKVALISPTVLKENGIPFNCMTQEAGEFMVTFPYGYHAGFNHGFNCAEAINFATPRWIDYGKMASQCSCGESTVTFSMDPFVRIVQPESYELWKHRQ
IMPase Li cell: qHTS Assay for Identifying the Cell-Membrane Permeable IMPase Inhibitors: Potentiation with Lithium; CHO-M1 cells, IP1 TR-FRET (IP-One), carbachol + lithium; Potency, µM (highest dose often 59.4 µM), for inactives: at the highest dose activity, negative = IMPase inhibition, most hits filed as inhibitors; hit rate 0.35% among 210,000;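 further: IP1 builds up when IMPase is blocked and the TR-FRET signal falls; plate controls were basal vehicle for no effect and high inhibitor control for full effect; nearly all actives have a fitted effect of over 50% in size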
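CHO cells stably expressing M1 receptor (2000/well, cultured 16–30 h) treated 30 min at 37C with compound plus low lithium. Cytosolic IP1 by TR-FRET (665/620 ratio and 620 channel) after 10 min lysis; AC50 by Hill fit.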
Starred values were filed as active, the others as inactive; i = inactive; ? = inconclusive; nt = not tested or not shown; & = joins results of further samples; [ ] = another dose, or the depositor's remark. Unless noted, the call rests on the fitted dose curve; in most records, active means well fitted curve in the direction sought with a large enough effect; inconclusive means small, poorly fitted or top-dose-only effect, or another doubt; inactive means no such curve, though single readings can be large; an effect the other way counts as inactive or inconclusive. Potency means the concentration at half of the fitted maximal effect.

No.	structure	NPSR antag	GoLoco inh red	Epigenetic derep	RECQ1 helicase	SMN2 splice up	Luc counter	JMJD2E inh	IMPase Li cell
1	Cn1c(=O)c(=O)n(C)c2cc(S(=O)(=O)N3CCN(Cc4ccccc4)CC3)ccc21	?	2%	0.8%	-20%	10%	-4%	-13%	-2%[38.3 µM]
2	Cc1cc2c(C)c(C)c(=O)[nH]c2cc1N	-17%[46.1 µM]	19%	9.1%	5%	-23%	-7%	?	3%[38.3 µM]
3	COC(C[C@H](O)CC(=O)COCc1ccccc1)OC	19%	4%	6.4%	i	nt	nt	4%	nt
4	Cc1ccc(-c2ncns2)cc1	-9%	7%	2.0%	-9%	nt	nt	-5%	nt
5	O=C1C2C3c4ccccc4C(c4ccccc43)C2C(=O)N1c1nc(-c2ccccc2)cs1 (stereo unspecified)	-19%[46.1 µM]	5%	-2.2%	-13%	14%	0%	2%	-15%[38.3 µM]
6	CC(Sc1ccccc1)C(=O)NN=C1CCCC1 (stereo unspecified)	1%	11%	-4.2%	-1%	nt	-2%	15%	4%
7	CCOC(=O)CCC(=O)NNC(=O)COc1ccc(C(C)C)cc1Br	9%	-2%	1.1%	i	5%	4%	6%	0%
8	CCCCOc1ccc(S(=O)(=O)n2c(C)nc3ccccc32)cc1	6%[46.1 µM]	1%	0.9%	0%	-58%[inhibitor]	2%	8%	16%[38.3 µM]
9	COc1ccc(C)cc1NS(=O)(=O)c1ccc(Br)s1	-14%[46.1 µM]	3%	-1.0%	i	?	-3%	5%	24%[38.3 µM]
10	Cc1ccc2c(c1)nnn2C1CCN(C(=O)NCc2ccccc2)CC1	-41%	3%	1.6%	-15%	-2%	0%	2%	6%
11	Cc1ccc(OCC(=O)NCc2ccccn2)cc1	2%[46.1 µM]	0%	-1.0%	0%	-7%	-6%	-1%	-14%[38.3 µM]
12	COc1cccc(OC)c1OCCCc1c(C)n[nH]c1C	1%[46.1 µM]	0%	-1.0%	i	-7%	-2%	-9%	0%[38.3 µM]
13	CCOC(=O)Cc1ccc(NC(=O)c2ccc([N+](=O)[O-])cc2)cc1	6%	3%	-0.5%	i	-10%	3%	10%	6%
14	COCCCNC(=O)c1cc(C(=O)c2c(-c3c(Cl)cccc3Cl)noc2C)c[nH]1	6%[46.1 µM]	2%	0.9%	-5%	-6%	-1%	3%	-30%[38.3 µM]
15	O=C1c2sc3nc4ccccc4n3c2C(=O)N1c1ccccc1Cl	10µM*	14%	-1.0%	i	?	0%	?	22%[38.3 µM]

Continuation:
No.	structure	NPSR antag	GoLoco inh red	Epigenetic derep	RECQ1 helicase	SMN2 splice up	Luc counter	JMJD2E inh	IMPase Li cell
16	O=C(CSc1nnc(Cc2ccccc2)o1)c1ccccc1	-1%	11%	6.0%	6%	5%	-4%	0%	5%
17	Cc1ccc(-c2nc3ccccc3[nH]2)cc1NC(=O)c1ccc2c(c1)OCO2	2%[46.1 µM]	19%	0.0%	-5%	3%	-1%	-6%	18%[38.3 µM]
18	COc1ccc2nc(NC(=O)CSc3nc4ccccc4o3)sc2c1	-14%[7.67 µM]	28%	1.5%	0%	-19%	0%	?	?
19	CCOC(=O)c1ccc(Oc2nc(NC)nc(SC)n2)cc1	-19%[46.1 µM]	10%	0.0%	-3%	9%	1%	10%	1%[38.3 µM]
20	COC(=O)c1sc(NC(=S)NC(=O)c2ccccc2F)nc1C	13µM*	3%	0.0%	3%	-15%	-4%	-5%	?
21	CC(=O)Nc1cc(N2C(=O)CCC2=O)ccc1Cl	10%	4%	-8.2%	i	1%	-1%	6%	-8%
22	O=C(O)c1cc2cccc(S(=O)(=O)N3CCOCC3)c2cc1O	?	nt	-3.3%	-8%	nt	nt	?	nt
23	Cc1ccc(-c2noc(CCC(=O)NCCN3CCOCC3)n2)cc1	15%[46.1 µM]	-1%	0.0%	i	-20%	-1%	6%	5%[38.3 µM]
24	CC1CNCCN1S(=O)(=O)c1cccc2cnccc12 (stereo unspecified)	18%	-12%&5%&6%&-3%	0.6%&-0.1%&0.0%&1.1%	-3%&8%	?	-3%&-3%	13%&-14%	8%&-7%&-2%&-10%
25	COCCn1c(SCC(=O)Nc2cccc(OC)c2)nc2c(oc3ccccc32)c1=O	-39%	1%	-6.4%	i	14%	2%	13%	15%
26	CC(C)N1C(=O)CCC1C(=O)NCCc1ccc(Cl)cc1 (stereo unspecified)	14%	1%	-1.4%	-2%	-11%	13%	-18%	1%
27	CCCCCNC(=O)c1cc(S(=O)(=O)N2CCCC2)ccc1F	0%	6%	0.2%	-8%	-14%	2%	11%	3%
28	CC(=O)n1cc([C@H]2C=C(C(=O)N3CCN(Cc4ccc5c(c4)OCO5)CC3)O[C@@H](OCCCCO)C2)c2ccccc21	?	5%	-2.0%	-13%	nt	nt	-19%	7%
29	Cc1cc(C)cc(NC(=S)N(Cc2ccc(Cl)cc2)Cc2ccc(C(=O)O)cc2)c1	-37%	1%	-1.1%	i	-17%	0%	0%	14%
30	Cc1ccc(-n2c(CCC(=O)O)ccc2-c2cccs2)cc1C	-5%[46.1 µM]	10%	1.0%&-0.9%	-8%	-12%&-7%	0%	?	-6%[38.3 µM]

Next section.
No.	structure	NPSR antag	GoLoco inh red	Epigenetic derep	RECQ1 helicase	SMN2 splice up	Luc counter	JMJD2E inh	IMPase Li cell
31	CC(=O)Nc1ccc(S(=O)(=O)N2CCc3nc(-c4ccccc4)c4c(c3C2)CO[C@@H](C)C4)cc1	nt	3%[14.2 µM]	nt	0%[11.5 µM]	-1%[9.22 µM]	-10%[7.66 µM]	-9%[11.4 µM]	13%
32	COc1ccc(F)cc1C(=O)C1CCCN(Cc2ccc(Oc3ncccn3)cc2)C1 (stereo unspecified)	-7%	19%	-3.4%	i	-32%[inhibitor]	0%	?	26%
33	COc1ccc(NC(=S)N2CCC(N(C)CC3CCCO3)CC2)cc1 (stereo unspecified)	16%	-9%	0.9%	-9%	0%[1.84 µM]	-3%	2%	10%
34	Cc1ccccc1NC(=S)NNC(=O)c1ccncc1	6%	7%	1.1%	i	8%	-5%	9%	-1%
35	N#Cc1ccc(-c2ccccc2)nc1SCCN1CCOCC1	2%	6%	-2.0%	-1%	-10%	1%	-2%	-2%
36	CC(C)(C)c1nc(SCC(=O)NCc2ccco2)c2ccccc2n1	-22%[46.1 µM]	-5%	0.9%	4%	-12%	0%	-5%	-8%[38.3 µM]
37	O=C(OCc1ccccc1)/C(=C/c1cccc2ccccc12)NC(=O)c1ccccc1	-55%	3%	0.0%	i	20%	3%	-11%	0%
38	O=S(=O)(NCCn1ccc2ccccc21)c1ccccc1	12%[46.1 µM]	82%[activator]	-0.9%	-2%	24%	1%	-3%	15%[38.3 µM]
39	COc1ccccc1-c1c(C)nn2c(NCCN3CCCC3)cc(C)nc12	-8%[46.1 µM]	16%	-0.8%	i	8%	3%	-10%	11%[38.3 µM]
40	COc1ccccc1NS(=O)(=O)c1ccc(O)c(NC(=S)NCC2CCCO2)c1 (stereo unspecified)	-7%	-11%	1.1%	-12%	nt	nt	-10%	nt
41	CCN(CC)CCCNC(=O)/C=C/C(=O)O	-27%	-22%	0.8%	-7%	nt	nt	2%	nt
42	CCOc1ccc(CCNC(=O)c2cccc(N3CCCC3=O)c2)cc1OCC	2%[46.1 µM]	-3%	0.0%	i	-21%	-4%	2%	34%[38.3 µM]
43	O=C1CCCN1c1ccc(S(=O)(=O)N2CCC(c3ccccc3)CC2)cc1	-1%[46.1 µM]	7%	-0.8%	-13%	-89%[inhibitor]	2%	1%	14%[38.3 µM]
44	Cc1ccc(-n2nnnc2SCC(=O)N2Cc3ccccc3CC2C(=O)O)cc1 (stereo unspecified)	3%	-6%	-1.0%	-3%	nt	nt	9%	nt
45	O=C(/C=C/c1ccccc1)N1CCN(Cc2nc3ccccc3c(=O)[nH]2)CC1	-6%[46.1 µM]	-1%	0.1%	2%	-13%	4%	-1%	4%[38.3 µM]

(continued)
No.	structure	NPSR antag	GoLoco inh red	Epigenetic derep	RECQ1 helicase	SMN2 splice up	Luc counter	JMJD2E inh	IMPase Li cell
46	Cc1ccc(-c2csc(SCC(=O)Nc3cc(C)on3)n2)cc1	2%[46.1 µM]	1%	8.2%	-6%	5%	0%	12%	8%
47	COc1cccc(/C=c2\s/c(=C\C(=O)C(C)(C)C)[nH]c2=O)c1	-37%	5%	-2.7%	-2%	-7%	0%	5%	18%
48	COc1cccc(OCC(O)CN2CCN(c3ccccn3)CC2)c1 (stereo unspecified)	15%	9%	-1.8%	-9%	4%	5%	-11%	-1%
49	O=S(=O)(Nc1nc2ccccc2nc1Cl)c1ccc(F)cc1	42%	5%	12%	4%	nt	nt	?	nt
50	CN=C(Nc1cc(C)nn1CCC#N)c1ccccc1	-4%[46.1 µM]	5%	-1.2%	?	-6%	1%	2%	-13%[38.3 µM]
51	COc1ccc(NC(=O)C2CCN(c3nnnn3-c3ccccc3)CC2)cc1	-11%[46.1 µM]	10%	0.0%	-1%	-10%	-4%	3%	3%[38.3 µM]
52	Cc1ccc(OCC(=O)Nc2ccc(N3CCOCC3)cc2)cc1	-22%[46.1 µM]	4%	-2.2%	-2%	-5%	-4%	7%	0%[38.3 µM]
53	CCOc1ccc2[nH]c(=O)c(CN(CC3COCCO3)C(=O)C3CC3)cc2c1 (stereo unspecified)	-6%[46.1 µM]	9%	0.8%	i	-5%	1%	-2%	6%
54	O=C(Nc1ccc2nc(-c3ccc4nc[nH]c4c3)[nH]c2c1)c1cccs1	-7%[46.1 µM]	47%[activator]	0.0%	-12%	-7%	1%	?	0%

Screens (PubChem)

These rows are one share of the data. The share of hits here may be higher or lower than overall.
